Bioassay records (PubChem)
TAAR1 antagonist – antagonists of human TAAR1; CHO RD-HGA16 TAAR1, Fluo-8 calcium fluorescence, antagonist; inhibition, % at 3 µM; actives 1.5% (n = 360,000);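 active = inhibition above a per-plate cutoff, the mean inhibition of test compounds on that plate plus 3 SD, cut at about 49% in these data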;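 also: 0% = DMSO plus EC80 beta-PEA response and 100% = DMSO alone without agonist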
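Material: CHO RD-HGA16 cells bearing hTAAR1; compound dosing: one-point dosing, 3 µM nominal final; schedule: dye loading 75 min at 37 °C, then 30 min room temperature; measured by: calcium fluorescence with Fluo-8; control set: vehicle and agonist controls; replication: n of 1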
TAAR1 agonist – human TAAR1 agonism; actives 0.99% (n = 360,000); activation, % at 3 µM; CHO RD-HGA16 TAAR1, Fluo-8 calcium fluorescence; vehicle wells 0%, saturating PEA agonist 100%; Q96RJ0;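 active = activation above the mean activation of all test compounds in the run plus 3 SD, cut at about 38% in these data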
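Repeats: no replicates (n 1) | Material: CHO-derived RD-HGA16 cells with stable Gα16 and human TAAR1 | Technique: Kinetic Fluo-8 calcium fluorescence | Schedule: 17-24 h seeding, 75 min 37 °C dye, 30 min RT | Evaluation: % activation from peak over basal fluorescence ratio, DMSO-to-PEA scaled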
CHRM1 PAM – positive allosteric modulators of human M1 muscarinic receptor; P11229; CHO-K1 hM1, Fluo-8 calcium fluorescence, ACh EC20; 0% = ACh EC20, 100% = maximal ACh; activation, % at 3 µM; actives 0.088% (n = 360,000); in the data active = activation above about 19%, passing the limit was not always enough
Target sequence (P11229 whole entry, looked up): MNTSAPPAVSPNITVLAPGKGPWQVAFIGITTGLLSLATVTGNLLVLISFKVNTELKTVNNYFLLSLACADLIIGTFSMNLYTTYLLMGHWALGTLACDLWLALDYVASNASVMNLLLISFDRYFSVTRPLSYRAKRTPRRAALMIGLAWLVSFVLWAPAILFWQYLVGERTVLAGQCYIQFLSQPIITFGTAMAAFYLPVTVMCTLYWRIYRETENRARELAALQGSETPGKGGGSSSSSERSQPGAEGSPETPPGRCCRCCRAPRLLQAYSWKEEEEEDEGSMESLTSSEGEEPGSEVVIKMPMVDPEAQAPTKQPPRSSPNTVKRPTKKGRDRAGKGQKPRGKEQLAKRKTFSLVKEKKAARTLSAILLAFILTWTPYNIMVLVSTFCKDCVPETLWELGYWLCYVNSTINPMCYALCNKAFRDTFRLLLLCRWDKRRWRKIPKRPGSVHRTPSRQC
OXTR agonist – activates the human oxytocin receptor | P30559 | CHO-OTR cells, Fluo-8 calcium fluorescence; normalized: DMSO 0%, oxytocin 100% | activation, % at 3 µM | actives 0.32% (n = 320,000) | AID 2435;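 active = activation above the mean of all tested compounds plus 3 SD, cutoff set per screening run, cut at about 20% in these data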;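 also: peak over basal fluorescence ratio from a 100 s FLIPR kinetic read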
M1 antag – blocks human M1 muscarinic receptor | CHO-K1 hM1, Fluo-8 calcium fluorescence, ACh EC80 antagonist | actives 1.3% (n = 360,000) | P11229 | inhibition, % at 3 µM;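 active = percent inhibition above its own plate's cutoff, namely the mean of that plate's compound wells plus 3 SD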;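 also: peak over basal fluorescence ratio during 140 s after agonist addition; 0% = ACh EC80 plus DMSO and 100% = DMSO alone without agonist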
V1R ag counter – activates human V1a receptor in oxytocin agonist counter-screen. P37288. activation, % at 3 µM. CHO-V1R cells, Fluo-8 calcium fluorescence, agonist mode; 0% DMSO, 100% 3 nM vasopressin. actives 0.25% (n = 320,000). AID 2797;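 active = activation above the mean activation of all tested compounds plus 3 SD, per screening run, cut at about 20% in these data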;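 also: signal is peak over basal fluorescence ratio across a 100 second FLIPR read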
Target sequence (P37288 whole entry, looked up): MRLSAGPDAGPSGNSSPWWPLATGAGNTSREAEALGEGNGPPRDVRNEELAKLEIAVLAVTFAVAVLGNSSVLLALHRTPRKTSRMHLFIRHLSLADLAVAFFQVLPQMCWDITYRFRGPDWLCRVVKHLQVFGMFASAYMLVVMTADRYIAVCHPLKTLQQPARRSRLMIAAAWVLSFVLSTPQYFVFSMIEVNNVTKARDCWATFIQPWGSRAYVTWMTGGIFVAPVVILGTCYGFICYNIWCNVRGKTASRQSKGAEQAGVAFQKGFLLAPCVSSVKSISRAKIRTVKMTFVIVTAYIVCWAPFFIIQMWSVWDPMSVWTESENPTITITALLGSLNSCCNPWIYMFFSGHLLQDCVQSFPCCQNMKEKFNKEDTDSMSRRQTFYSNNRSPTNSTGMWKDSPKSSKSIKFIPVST
CHO parental Ca – counter-screen: ATP calcium response change in parental CHO cells | parental CHO-K1, ATP-induced calcium, Fluo-8 fluorescence | inhibition, % at 5.6 µM | actives 0.63% (n = 330,000) | AID 463079;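 active = inhibition above that plate's mean sample inhibition plus 3 SD, cut at about 26% in these data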;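 also: 0% = ATP-challenged DMSO wells and 100% = DMSO wells without ATP; some compounds past the cut are filed as inactive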
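Material – parental CHO cells · Reagent – ATP stimulus · Compound – single nominal dose of 5.6 µM per compound · Detection – Fluo-8 fluorescence · Read-out basis – percent inhibition of calcium signal · Controls – ATP-challenged DMSO wells low, unchallenged DMSO wells high · Repeats – no replicates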
OXTR potentiator – potentiators of human oxytocin receptor; P30559; CHO-OTR cells, Fluo-8 calcium fluorescence, potentiator mode; 0% = oxytocin EC15, 100% = EC100; activation, % at 3 µM; actives 0.061% (n = 320,000); AID 2445;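 active = activation above that plate's cutoff, the mean activation of tested compounds plus 3 SD, cut at about 6.6% in these data, passing the limit was not always enough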;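 also: 100% uses oxytocin at 75 nM as the full agonist control; some results filed as inactive read as strong as hits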
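Assay system: CHO cell line stably expressing human OTR | Also added: Oxytocin at about EC15, sub-maximal agonist stimulus | Times: Compound 6 min at room temperature before oxytocin, 100 s read | Measured by: Fluo-8 intracellular calcium fluorescence, ex 470-495, em 515-575 nm | Controls: EC15 oxytocin alone as 0%, 75 nM oxytocin as 100%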
M1 ag – human M1 muscarinic receptor agonism; P11229; CHO-K1 hM1, Fluo-8 calcium fluorescence, agonist mode; 0% DMSO, 100% acetylcholine EC100; activation, % at 3 µM; actives 0.33% (n = 360,000); AID 588814;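 active = activation above the run's mean compound activation plus 3 SD, cut at about 16% in these data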;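 also: peak over basal fluorescence ratio within a 140 s kinetic read after compound addition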
Active calls of the source: *; . = no result given. An unsorted share of the library; overall some 3.7% were active at least once.

SMILES,TAAR1 antagonist,TAAR1 agonist,CHRM1 PAM,OXTR agonist,M1 antag,V1R ag counter,CHO parental Ca,OXTR potentiator,M1 ag
CSc1ccc(/C=C(\C(=O)O)c2ccc(S(=O)(=O)N3CCCCC3)s2)cc1,-11,0,7,0.1,5,-0.2,-10,0,1
O=C(O)CCC(=O)c1cccc2ccccc12,-7,21,9,0.5,-11,0.4,-14,-15,-3
CN(C)c1ccc(C(=O)OCC(=O)NC2CCCCC2)cc1,4,9,16,-1.0,-19,1.5,3,-13,0
COc1ccc(C2CC(=O)N(C)c3ccccc3S2)cc1OC (stereo not given),-14,3,-6,-2.1,5,-0.5,-3,-11,-5
CCc1ccc(N(CC(=O)NC(C)(C)C)C(=O)CNC(=O)c2cccs2)cc1,0,3,9,1.8,-11,1.1,-11,0,0
O=C(c1ccco1)N1CCN(S(=O)(=O)c2ccc(Oc3ccccc3)cc2)CC1,21,6,0,8.0,-3,6.1,-11,-14,5
NC(=O)c1ncn([C@@H]2O[C@H](CNCc3cccc(OC4CCCC4)c3)[C@@H](O)[C@H]2O)n1,-13,4,8,.,-7,.,.,.,-2
Cc1cc(C)n(C(=O)CNC(=O)c2cccs2)n1,9,18,-1,-0.2,-13,0.0,-3,-13,-2
CN(C)CCNc1c2c(nc3ccccc13)CCC2,-11,-1,-10,-0.4,22,0.2,-3,-4,-8
Cc1ccc(OCC(=O)NNC(=O)CSc2ncnc3sc(C)c(C)c23)cc1,2,6,0,-0.8,5,-0.7,-11,-6,-4
Cc1ccc(C(=O)NCC(=O)Nc2ccccc2C)o1,6,3,2,.,-3,.,.,.,-3
CC(C)Oc1ccc(S(=O)(=O)N2CCOCC2)cc1NC(=O)c1cccc(S(=O)(=O)N2CCCC2)c1,12,-3,-5,.,5,.,.,.,-8
Cc1ccc(S(=O)(=O)Nc2ccc3c(c2)C(=O)N([C@H](C)CO)C[C@H](C)[C@@H](CN(C)Cc2ccc(-c4ccccc4)cc2)O3)cc1,.,.,10,2.5,-3,0.7,-16,-3,-7
O=C(c1ccc(S(=O)(=O)Cc2ccccc2Cl)c([N+](=O)[O-])c1)N1CCN(c2ccccn2)CC1,69*,17,-4,0.6,8,1.9,-25,-12,-3
O=C(Cc1ccccc1)NNC1CC(=O)N(c2ccc(Cl)cc2)C1=O (stereo not given),-4,1,9,-1.1,-8,0.1,-3,-1,0
Cn1c(CNC(=O)CNC(=O)c2ccc(F)cc2)cc(=O)n(C)c1=O,-8,8,5,0.5,-6,0.1,9,-4,-2
COCCN(C(=S)Nc1ccc(C)cc1)C(C)c1ccco1 (stereo not given),11,-4,4,0.2,-4,1.8,-8,3,-5
COc1cccc(C2CC(c3ccc(C)cc3)n3ncnc3N2)c1 (stereo not given),14,2,4,1.2,-11,0.7,-4,-6,-10
CC(=O)c1cccc(NC(=O)N2CCCC2C(=O)Nc2ccc3c(c2)OCO3)c1 (stereo not given),0,5,20,1.4,-13,-1.7,-8,-7,-4
CCC(=O)Nc1sc(C(=O)OC)c(C)c1C(=O)OC,-13,5,1,-0.6,-4,-0.4,-4,-4,-3
CCCC1C(c2ccc(OC)cc2)C(C#N)(C#N)C2(C#N)CC1(N)NC2=O (stereo not given),18,2,-1,1.2,-2,0.4,-8,-5,-3
CC(Oc1ccc2c(-c3ccccc3)cc(=O)oc2c1)C(=O)NC(Cc1c[nH]c2ccc(O)cc12)C(=O)O (stereo not given),-6,-1,-10,-0.1,9,-1.1,-12,0,-1
CC(=O)Nc1ccc2c(c1)C(C)(C)C(C)N2C (stereo not given),5,-1,.,0.3,.,0.5,-23,-6,.
CCOc1cc(/C=N/NC(=O)CN2CCCCC2)ccc1OCc1cccc(Cl)c1,9,13,1,0.2,1,1.0,1,-11,-5
C#Cc1ccc([C@@H]2C=C(C(=O)OCC=C)O[C@H](OCc3ccc(CO)cc3)C2)cc1,23,2,3,-1.7,-8,1.1,-4,-8,-6

Next section
SMILES,TAAR1 antagonist,TAAR1 agonist,CHRM1 PAM,OXTR agonist,M1 antag,V1R ag counter,CHO parental Ca,OXTR potentiator,M1 ag
Cc1ccc(C)c(OCC(=O)Nc2ccc(S(=O)(=O)Nc3ncccn3)cc2)c1,-6,-5,5,4.0,-5,6.9,-4,-4,-2
COc1ccccc1CNC(=O)c1nccnc1CO,3,-1,-2,.,7,.,.,.,-5
Cc1ccc2c(=O)n3c(nc2c1)C(Cc1ccc(O)cc1)NC(=O)c1ccc(Cl)cc1-3 (stereo not given),28,5,.,3.3,.,1.8,-3,-6,.
Cc1cccc2sc(N(CCCN(C)C)C(=O)c3ccc4ncsc4c3)nc12,7,6,-9,10,17,11,-18,-5,-4
COc1ccccc1NC(=O)COC(=O)c1oc2ccccc2c1C,4,-1,-2,-0.3,6,0.0,-30,-5,-3
COc1ccc(CNC(=O)[C@H](C)NC(=O)C2CCN(S(=O)(=O)c3ccc(C)cc3)CC2)cc1,10,11,5,-1.7,-1,-0.8,-14,-2,-5
Cc1c(/C(O)=C2\C(=O)C(=O)N(CCCN(C)C)C2c2cccs2)cnn1-c1ccccc1 (stereo not given),-12,0,5,.,-9,.,.,.,-1
Cc1cccc(NC(=O)COc2ccccc2)c1,14,5,6,-1.4,-8,-1.4,1,-8,-5
CC(C)c1ccc(S(=O)(=O)N2CCN(CC(=O)Nc3ccc(Cl)cc3F)CC2)cc1,32,4,5,1.0,-2,2.2,-30,-5,-1
Cc1ccc(Cn2c(=N)c(C(=O)NC3CCCCC3)cc3c(=O)n4ccccc4nc32)cc1,-24,0,-3,-0.8,7,1.1,-19,-8,-5
COC(=O)CSC1=NS(=O)(=O)c2ccccc21,.,.,2,-0.1,11,0.3,-7,0,-5
COc1ccc2nc(NC(=O)CSc3nnnn3C)sc2c1,0,11,5,2.5,-4,1.3,-4,2,-1
COc1ccc(OC)c(S(=O)(=O)NC2CC(=O)N(c3ccc(C)c(C)c3)C2)c1 (stereo not given),-18,2,5,1.3,-6,0.3,-17,3,-1
COc1ccc(NS(=O)(=O)c2cc(NC(=O)/C=C/c3cc(OC)ccc3OC)ccc2N2CCCCC2)cc1,-7,3,4,-0.7,-9,0.4,8,-5,-2
O=c1c2cc(N3CCOCC3)ccc2[nH]c(=S)n1Cc1cccc(Cl)c1,8,11,-6,-0.4,2,0.3,-16,-6,-4
O=C(Nc1nnc(-c2ccccc2)s1)c1ccccc1F,22,30,16,4.7,-8,5.5,4,-6,6
Cc1ccc(/C=C2\SC(=S)N(CCC(=O)N3CCOCC3)C2=O)cc1,-14,0,6,0.2,-7,0.9,-19,-3,-1
CCn1c(O)c(N=NC(=O)c2cccc(S(=O)(=O)N3CCCCC3)c2)c2ccccc21,-33,0,0,-0.8,3,0.6,-22,-6,-7
O=S(=O)(c1ccc(NC(=S)NN=C(C2CC2)C2CC2)cc1)N1CCOCC1,-9,4,0,-0.6,-6,-1.0,-8,-6,-4
Cc1ccc(C)c(S(=O)(=O)N2CCN(C(=O)CSc3ccccc3F)CC2)c1,-4,3,2,0.7,2,1.0,-8,-15,-1
Cc1cc(OCC(=O)Nc2cccc(S(=O)(=O)N3CCCC3)c2)ccc1Cl,33,3,-10,.,16,.,.,.,-2
CC(C)C(c1nnnn1C(C)(C)C)N1CCN(c2cccc(Cl)c2)CC1 (stereo not given),6,3,-10,-2.7,-12,-0.4,-16,-16,-2
CCCCCCN1CC(O)=C(c2nc3ccccc3[nH]2)C1=N,23,0,18,-0.5,-30,0.0,-9,-4,7
COCCOC(=O)C1=C(C)NC(=O)NC1c1cccs1 (stereo not given),0,1,3,-1.0,-4,0.2,-1,-13,-3
CC(CNC(=O)C1CCCCC1)NC(=O)C1CCCCC1 (stereo not given),-11,7,-3,1.9,1,0.3,-8,4,-4
CCCc1c(C(=O)OCC)[nH]c2c1C(=O)CCC2,-10,2,6,-0.4,0,0.0,-18,2,-13
Cc1ccc2c(c1)cc(C(=O)N1CCN(c3ccccn3)CC1)n2C,-7,2,11,-2.1,-16,0.1,-11,-3,-1
CCOC(=O)C1=C(CSc2nc(-c3ccccc3)ccc2C#N)OC(N)=C(C#N)C1c1ccc(OC)cc1 (stereo not given),-16,1,3,4.2,-35,2.0,-5,-10,0

In a second layout: 2 of the compounds above.
Values in the order: TAAR1 antagonist, TAAR1 agonist, CHRM1 PAM, OXTR agonist, M1 antag, V1R ag counter, CHO parental Ca, OXTR potentiator, M1 ag
- Cc1cc(OCC(=O)Nc2cccc(S(=O)(=O)N3CCCC3)c2)ccc1Cl
    33, 3, -10, ., 16, ., ., ., -2
- CC(C)C(c1nnnn1C(C)(C)C)N1CCN(c2cccc(Cl)c2)CC1 (stereo not given)
    6, 3, -10, -2.7, -12, -0.4, -16, -16, -2

Quoted from the listing.
COc1ccc2nc(NC(=O)CSc3nnnn3C)sc2c1 | TAAR1 agonist = 11
COC(=O)CSC1=NS(=O)(=O)c2ccccc21 | CHO parental Ca = -7
